# Screening results deposited in PubChem by National Center for Advancing Translational Sciences (NCATS).
# KB-V1 MDR tox – KB-V1 MDR subline cytotoxicity | KB-V1 MDR cells viability, CellTiter-Glo, 72 h | Potency, µM (top dose mostly 46.1 µM), for inactives: top-dose activity change, negative = cytotoxicity, usual class: cytotoxic | 400,000 compounds, 3.4% hits; further: potency means the concentration at half of the fitted maximal effect; on the % scale 0 is the no-effect control and ±100 the full control effect; nearly all actives have a fitted effect of over 60% in size
#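 Drug-selected KB-V1 cells, grown in DMEM lacking phenol red with 10% FBS, receive compound titrations; after three days at 37 degrees C, surviving cell ATP is quantified by CellTiter-Glo luminescence and responses normalized and curve-fitted.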
# D3 ag – activates the human D3 dopamine receptor; P35462; max activation, %; 410,000 compounds, 0.58% hits; AID 652048; D3R DiscoveRx beta-arrestin cells, luminescence, 90 min; in the data active means max activation above about 30%; further: 0% is about no effect; mostly tested at two doses, the higher about 12 µM
# Target sequence (P35462 whole entry, looked up): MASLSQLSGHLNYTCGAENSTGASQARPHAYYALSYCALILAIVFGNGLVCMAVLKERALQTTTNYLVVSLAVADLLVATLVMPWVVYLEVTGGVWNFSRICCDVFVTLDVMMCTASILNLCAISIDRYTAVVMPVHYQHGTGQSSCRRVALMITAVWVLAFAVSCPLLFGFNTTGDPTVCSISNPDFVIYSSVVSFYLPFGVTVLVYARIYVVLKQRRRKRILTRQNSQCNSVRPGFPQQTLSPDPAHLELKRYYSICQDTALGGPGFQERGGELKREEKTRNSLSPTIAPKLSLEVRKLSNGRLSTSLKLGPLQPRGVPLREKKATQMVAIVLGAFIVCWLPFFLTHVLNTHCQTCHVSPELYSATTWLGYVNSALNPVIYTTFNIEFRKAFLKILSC
#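 Agonist mode: compounds and dopamine controls were applied to plated cells for 90 min at 37 degrees C after an overnight attachment at 1500 cells/well. Luminescent read-out followed 30 - 60 minutes at room temperature with DiscoveRx detection reagent.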
# KB-3-1 tox – kills parental KB-3-1 adenocarcinoma cells | KB-3-1 viability, CellTiter-Glo ATP luminescence, 72 h | Potency, µM (top dose mostly 46.1 µM), without a hit: at the highest dose activity change, negative = cytotoxic, actives largely listed as cytotoxic | 400,000 compounds, 1.4% hits | AID 1347075; further: potency means the concentration at half of the fitted maximal effect; on the % scale 0 is the no-effect control and ±100 the full control effect; nearly all actives have a fitted effect of over 60% in size
#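 Using CellTiter-Glo luminescence, growth of non-resistant KB-3-1 adenocarcinoma cells is assessed 72 h after pin-tool compound addition at 37 °C. Normalized responses across the concentration series yield fitted curves.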
# * hit, by the source's call; ? = inconclusive. Unless noted, the call rests on the fitted dose curve; in most records, active means well fitted cell-killing curve with a large enough effect; inconclusive means small, poorly fitted or top-dose-only effect, or effect the other way; inactive means flat fitted curve, though single readings scatter. These rows are one share of the data (hit frequency here may not be typical).
# Each structure is followed by: KB-V1 MDR tox	D3 ag	KB-3-1 tox
CSc1cccc(Nc2cc(C(=O)NCCCN(C)c3ccccc3)c3ccccc3n2)c1
 : 5%	7	-5%
COc1ccc(NC(=O)c2cc3c(=O)n(Cc4cccs4)ccc3nc2C)cc1
 : -1%	-9	-23%
Cc1cc(C)c(S(=O)(=O)NCC2CCC(C(=O)NCCc3ccccc3)CC2)c(C)c1 (stereo not given)
 : 11%	-9	0%
COc1cccc(NC(=O)CCSc2nc(-c3ccco3)cc(C(F)(F)F)n2)c1
 : -4%	1	15%
Cc1ccc(CSc2nc3c(c(=O)[nH]2)C(c2cccc(F)c2F)CC(=O)N3)cc1 (stereo not given)
 : 1%	-8	9%
CCOC(=O)c1cnc2cc(C(F)(F)F)ccc2c1Nc1cc(C)ccc1OC
 : 5%	-18	-8%
CC(C)Sc1oc(-c2cccs2)nc1S(=O)(=O)c1ccc(Cl)cc1
 : -20%	4	4%
CCOc1ccc(NC(=O)N2CC=C(c3c[nH]c4ccccc34)CC2)cc1
 : ?	-26	23µM*
CCN(CC)C(=O)Cn1c(=O)n(-c2ccc(OC)cc2OC)c(=O)c2c(C)c(C(=O)N(CC)CC)sc21
 : 0%	-6	18%
Cc1ccc(C)c(NC(=O)CSc2nccn2-c2cccc(C)c2C)c1
 : -8%	-4	-4%
Cc1ccc(C(=O)c2oc3ccccc3c2NC(=O)c2cc(-c3ccccc3)on2)cc1
 : 11%	-4	-4%
CC(=O)N1CCCc2cc(S(=O)(=O)NCc3ccc(N(C)C)cc3)ccc21
 : -4%	3	?
CCOC(=O)c1c(NC(=O)COc2ccc(Br)cc2)sc(C(C)=O)c1C
 : 27%	17	3%
Cc1ccc(-c2nc3cccc(C)n3c2Nc2ccc3c(c2)OCCO3)cc1
 : -7%	-6	?
COc1ccccc1-c1nc(SCC(=O)NCc2ccccc2)c2c(=O)n(C)c(=O)n(C)c2n1
 : 0%	8	13%
Cc1nc(-c2ccc(F)cc2)sc1CCNC(=O)c1ccc(OC(C)C)cc1
 : -5%	4	2%
CC(=O)N1CCCc2cc(S(=O)(=O)N(CCN(C)C)Cc3ccccc3)ccc21
 : 6%	-17	-4%
O=c1c2cccnc2n(Cc2cccc(F)c2)c(=O)n1Cc1ccc(F)cc1
 : 0%	-3	0%
Cc1ccc(C(=O)NCC(c2cccnc2)N2CCc3ccccc3C2)cc1C (stereo not given)
 : 5%	3	-4%
COc1cc(Cl)c(C)cc1NC(=O)CSc1nc2c(c(=O)[nH]1)CCC2
 : 0%	5	-15%
COc1ccc(NC(=O)c2nnn(CC(=O)Nc3ccc(C)c(C)c3)c2N)cc1OC
 : -19%	-6	-29%
COCCNC(=O)CSc1nc(-c2ccc(C)cc2)nc2c1c(=O)n(C)c(=O)n2C
 : 8%	-7	0%
CCn1c(CN2CCCCC2)nc2cc(NC(=O)c3ccccc3[N+](=O)[O-])ccc21
 : -6%	-4	4%
Cc1ccc(CN2CCCn3nc(C(=O)NCCN(C)C)cc3C2=O)cc1
 : ?	-4	-6%
O=C(COc1ccccc1)Nc1ccc2nc(SCCOc3ccccc3)sc2c1
 : 12%	-7	5%
CCOC(=O)N1CCC(NC(=O)c2cnn(-c3cccc(F)c3)c2-n2cccc2)CC1
 : -2%	10	-4%
COC(=O)c1cc(C)nc2c1c(=O)nc(SCc1cc(C)ccc1C)n2C1CC1
 : 17%	2	15%
CCCN1CCN(C(=O)Cn2c(-c3cccs3)cc3ccccc32)CC1
 : 7%	5	-1%
COc1ccc(NC(=O)c2sc3nc4c(cc3c2N)CCCCCC4)c(OC)c1
 : 12%	1	17%
COc1ccc(CNC(=O)c2ccc(-c3nc(CSc4ccc(C)cc4)c(C)o3)cc2)c(OC)c1
 : 0%	-10	-8%

# Taken from the results shown, five compounds:
# Each structure is followed by: KB-V1 MDR tox	D3 ag	KB-3-1 tox
COCCNC(=O)CSc1nc(-c2ccc(C)cc2)nc2c1c(=O)n(C)c(=O)n2C
 : 8%	-7	0%
CCn1c(CN2CCCCC2)nc2cc(NC(=O)c3ccccc3[N+](=O)[O-])ccc21
 : -6%	-4	4%
Cc1ccc(CN2CCCn3nc(C(=O)NCCN(C)C)cc3C2=O)cc1
 : ?	-4	-6%
O=C(COc1ccccc1)Nc1ccc2nc(SCCOc3ccccc3)sc2c1
 : 12%	-7	5%
CCOC(=O)N1CCC(NC(=O)c2cnn(-c3cccc(F)c3)c2-n2cccc2)CC1
 : -2%	10	-4%

# The list goes on.
# Each structure is followed by: KB-V1 MDR tox	D3 ag	KB-3-1 tox
CCN(CC)c1ccc(NC(=O)CSc2nnc(C)c(=O)[nH]2)cc1
 : ?	-4	6%
CC(=O)c1ccc(N2CCN(S(=O)(=O)c3c(C)nc4sc(C)cn4c3=O)CC2)cc1
 : -14%	-6	-2%
O=C(COc1ccc(F)cc1)Nc1nnc(S(=O)(=O)N2CCc3ccccc32)s1
 : -3%	2	6%
O=c1c2cc3c(cc2nc2sc(Nc4cccc([N+](=O)[O-])c4)nn12)OCO3
 : 11%	-10	1%
Cc1cccc(Cn2c(SCc3ccc(C(=O)NC4CCCCC4)cc3)nc3cccnc32)c1
 : ?	5	?
COc1ccc(C2=C(Nc3ccc(C)cc3C)c3ccccc3C2=O)cc1
 : 7%	5	-1%
Cc1cccc(OC(=O)CSc2nnc(-c3ccc4c(c3)OCO4)o2)c1C
 : 0%	5	-4%
CCCCOc1ccccc1C(=O)N(Cc1cccc(F)c1)C1CCS(=O)(=O)C1 (stereo not given)
 : -5%	3	9%
CC(=O)N1CCc2cc(S(=O)(=O)NC(CC(C)C)C(=O)NCCc3ccccc3)ccc21 (stereo not given)
 : 0%	6	16%
CCOc1ccc(NC(=O)c2oc(=O)c3ccccc3c2-c2ccc(C)cc2)cc1
 : 0%	15	-16%
CC(C)CCOc1ccc(C2N=C(N)Nc3nc4ccccc4n32)cc1 (stereo not given)
 : -4%	4	-5%
CCC1=Nc2cc(C(=O)NCc3ccccc3Cl)ccc2Sc2ccc(C)cc21
 : ?	-6	3.7µM*
Cc1ccc(CNC(=O)CCCN2C(=O)COc3ccc(C)cc32)cc1
 : -21%	2	-2%
COc1ccc(CNC(=O)c2cc(-c3ccc(OC)cc3)nc3n[nH]c(-c4cccc([N+](=O)[O-])c4)c23)cc1
 : -6%	-1	-8%
COc1ccccc1CNc1cc(-c2ccccc2)nc2nncn12
 : 0%	-7	0%
Cc1cc(C)cc(Nc2sc(C(=O)c3ccccc3)c(N)c2S(=O)(=O)c2ccccc2)c1
 : 16%	1	-7%
Cn1nnnc1SCCCNCc1ccc(-c2ccc(F)c(Cl)c2)o1
 : 25%	-26	0%
CCCCOc1ccc(CNC(=O)c2cccc(NC(=O)N3CCSc4ncccc43)c2)cc1
 : -6%	11	?
COc1ccc(N2CCN(C(=O)Nc3ccc(Cl)cc3)CC2)cc1
 : 0%	-12	-4%
COc1ccc(-c2noc(Cn3c(=O)c4ccccc4n(CC(=O)Nc4cccc(OC)c4)c3=O)n2)cc1
 : 19%	-2	8%
COc1ccc(N2CCN(c3ncccc3-c3nc(-c4ccccc4C)no3)CC2)cc1
 : 9%	8	3%
CSC1=NC2(CCN(C(=O)NC3CCCCC3)CC2)N=C1c1ccc(C)c(C)c1
 : 17%	-2	4%
O=C(CNS(=O)(=O)c1ccc(Br)s1)N1CCN(c2ccccc2F)CC1
 : -12%	4	5%
O=C(Nc1ccc(Br)cc1)c1cc(-c2cccs2)nc2ccccc12
 : -17%	-14	-4%
CS(=O)(=O)Nc1ccc(-c2nc3ccccc3s2)cc1
 : ?	6	?
Cc1ccc(S(=O)(=O)c2nnn3c2nc(NCc2ccc4c(c2)OCO4)c2sccc23)cc1C
 : 3%	6	5%
COc1cc(-c2noc(C3CC(=O)N(c4cc(C)ccc4C)C3)n2)cc(OC)c1OC (stereo not given)
 : 8%	2	11%
O=C(CSc1nc(-c2ccccc2)no1)N1CCN(c2ccccc2F)CC1
 : 7%	5	3%
O=C(NCc1ccc(Cl)cc1)C1=Cc2cc(Br)ccc2OC1
 : 12%	-5	0%
COc1ccc(C(=O)Oc2c(Sc3ccc(C)cc3)c(C)nn2C(C)(C)C)cc1OC
 : 2%	-15	-1%
COC(=O)c1nnn(CC(=O)Nc2ccc(Br)c(C)c2)c1N
 : 11%	5	5%
COc1ccc(-n2cc(-c3ccc4c(c3)OCO4)n(CC(=O)Nc3cc(Cl)ccc3C)c2=O)cc1
 : 1%	-16	-16%
COc1ccccc1NC(=O)CSc1nc2c(oc3ccccc32)c(=O)n1-c1ccc(C)cc1
 : ?	13	9%
Cn1cccc1-c1cc2n(n1)CCC(=O)N2CC(=O)Nc1ccc(F)cc1Cl
 : 7%	2	10%
CCCN1C(=O)C(NC(=O)c2ccccc2OC)(C(F)(F)F)C(C(=O)OC)=C1C (stereo not given)
 : -14%	17	-5%
CCOc1ccc(-n2c(CCC(=O)O)ccc2-c2ccc(Br)cc2)cc1
 : 13%	8	-10%
COc1ccc(CCNC(=O)Cn2cc(C(=O)c3ccc(Cl)cc3)c(=O)c3ccc(C)nc32)cc1OC
 : 8%	-15	-23%
O=C(Nc1cc(Cl)cc(Cl)c1)c1cc(S(=O)(=O)N2CCc3ccccc3C2)ccc1F
 : 19%	-2	3%
COc1ccccc1NC(=O)c1ccc(COc2ccc(C)c(C)c2)o1
 : 0%	3	16%
N#Cc1ccc(NC(=O)COCc2cc(-c3ccc(F)cc3)on2)cc1
 : ?	10	-2%
CCC(=O)N1c2ccccc2CC1C(=O)NCCc1ccc(C)cc1 (stereo not given)
 : -1%	-18	10%
CCOC(=O)c1c(NC(=O)c2nc(SC(C)C)ncc2Cl)sc2c1CCCC2
 : 13%	8	7%
CCN1C(=O)c2ccccc2Sc2ccc(NC(=O)Nc3ccccc3OC)cc21
 : ?	7	?
CCS(=O)(=O)N1N=C(c2ccc(C)cc2)CC1c1cc2ccc(OC)cc2nc1Cl (stereo not given)
 : 4%	-6	-1%
O=C(Nc1cccc(Cl)c1)c1cc(-c2ccc3c(c2)OCCO3)on1
 : ?	-3	-30%
COc1ccc(NC(=O)c2sc3nc(-c4cc5cccc(OC)c5oc4=O)[nH]c(=O)c3c2C)cc1
 : 3%	-8	6%
Cc1ccc(NC(c2cccc(Cl)c2)c2nnc(-c3ccccc3)o2)cc1F (stereo not given)
 : ?	-1	-5%
Cc1ccc2nc(Cl)c3cc(C(=O)NC4CCC(C)CC4)sc3c2c1 (stereo not given)
 : 0%	-3	10%
CCOc1ccc(-n2c(=O)c3c(C)c(C)sc3n(CC(=O)c3ccccc3)c2=O)cc1
 : 0%	9	0%
COc1ccc(CCNCc2c(C(=O)O)c(C)n(Cc3c(F)cccc3Cl)c2C)cc1OC
 : ?	1	0%
O=C1CCSC2(C(=O)N(Cc3ccc(F)cc3)c3ccccc32)N1c1cccc(F)c1 (stereo not given)
 : ?	3	1%
Cc1cccc(OCC(=O)Nc2cccc(-c3nc4ccccc4s3)c2)c1
 : ?	-8	-12%
CCOc1ccccc1NC(=O)c1c(NC(=O)c2cccc(C)c2)sc2c1CCCC2
 : 1%	9	2%
O=C(CCNS(=O)(=O)c1ccc(Br)s1)Nc1ccc(Br)cc1
 : -14%	-6	0%
O=C(NCCO)C(=O)Nc1c2c(nn1-c1ccc(F)cc1)CSC2
 : -15%	-15	-2%
O=S(=O)(Nc1ccc(F)c(C(F)(F)F)c1)c1ccc(N2CCCCS2(=O)=O)cc1
 : 0%	6	-39%
COc1ccccc1CNC(=O)c1ccc(CSc2nc3ccncc3n2Cc2ccccc2C)cc1
 : 1%	-23	-27%
Cc1ccc(CSc2nc3ccc(NC(=O)COc4ccccc4)cc3s2)cc1
 : ?	6	-1%
O=C(NC1CCCCC1)c1ccc(CSc2nc3cccnc3n2Cc2ccc(F)cc2)cc1
 : 5%	4	0%
COc1ccc(N2CCN(S(=O)(=O)c3ccc4c(c3)CCCN4C(C)=O)CC2)cc1
 : 8%	0	-1%

# More results follow:
# Each structure is followed by: KB-V1 MDR tox	D3 ag	KB-3-1 tox
CCOc1ccc(NC(=O)C2CCCN(S(=O)(=O)c3ccc(Br)s3)C2)cc1 (stereo not given)
 : 4%	7	-3%
N#Cc1nc(COc2ccccc2Cl)oc1NCCc1ccccc1
 : -6%	-11	-1%
CCCCN(C)C(=O)Cn1c(SCC(=O)Nc2ccc(C)c(C)c2)nc2ccccc21
 : 10%	-2	-1%
CCN(CC)S(=O)(=O)c1ccc2c(c1)N(CC(=O)N1CCN(c3cccc(OC)c3)CC1)C(=O)CO2
 : -11%	4	3%
Cc1ccc(C)c(N2CCN(S(=O)(=O)c3ccc4oc(=O)c5ncn(C)c5c4c3)CC2)c1
 : 6%	6	17%
COc1cccc(OCc2nc3ccccc3n2CCOc2ccccc2C)c1
 : ?	7	3%
Cc1cc(=O)n(Cc2c(F)cccc2Cl)c2c1c(C)nn2C
 : 15%	10	11%
